Screening data as filed in PubChem BioAssay.
Fh CTSL1 inh: blocks F. hepatica cathepsin L1 in PFM18AAP counter-screen. recombinant F. hepatica cathepsin L1, Z-Leu-Arg-MCA fluorescence. inhibition, % at 5.96 µM. 300,000 tested, 0.49% active. AID 1906;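 active means inhibition above the mean of all tested compounds plus 3 SD, set per screening campaign, cut at about 17% in these data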;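 further: 0% = plate median of test compound wells and 100% = 1 µM Z-Phe-Ala-diazomethylketone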
JMJD2C inh: inhibitors of human GASC-1 (JMJD2C) demethylase; AID 2099; 330,000 tested, 0.069% active; inhibition, % at 2.35 µM; GST-JMJD2C(1-420) H3K9me3 demethylation, DELFIA europium;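 active means more than half of a compound's replicate wells show inhibition beyond 50%, single wells judged on their own value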;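 further: signal counts dimethyl H3K9 product captured on neutravidin plate; 0% = median of DMSO wells and 100% = 0.3 times that DMSO median; strong numbers were not always called active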
procasp3 activ: activates human procaspase-3. P42574. recombinant procaspase-3 D3A, Ac-DEVD-pNA absorbance 405 nm. activation, % at 8.5 µM. 330,000 tested, 0.11% active;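 active means activation above the mean of all tested compounds plus 3 SD, cut at about 21% in these data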;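 further: 0% = DMSO alone and 100% = DMSO wells spiked with extra 5 µM PC-3 D3A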
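Assay system: Procaspase-3 D3A mutant, all three cleavage aspartates alanine. Buffer or medium: Zinc-free HEPES saline buffer with Triton X-100. Times: 1 h compound preincubation, 2 h substrate hydrolysis at 25 °C. Measured by: 405 nm absorbance of p-nitroaniline, reads at 0 and 120 min. Read-out basis: percent activation relative to control range. Replicates: singlicate.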
proCasp7 act: activates human procaspase-7, counter-screen for procaspase-3 activators. recombinant procaspase-7, Ac-DEVD-pNA absorbance 405 nm; D23A/D198A/D206A triple mutant, cannot self-cleave; scale: DMSO 0, 5 µM enzyme 100. 330,000 tested, 0.093% active. activation, % at 8.5 µM. P55210;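 active means percent activation above the screen-wide mean plus 3 SD, cut at about 25% in these data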
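Material: Procaspase-7 triple mutant (PC-7 D3A) | Quantity: 2 µM procaspase-7 mutant as dispensed | Reagent: DEVD-pNA substrate | Times: 1 h preincubation, 2 h reaction | Technique: 405 nm absorbance of p-nitroaniline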
PP5 primary: blocks human protein phosphatase 5 activity. P53041. purified PP5c, OMFP substrate fluorescence. inhibition, % at 6.7 µM. 320,000 tested, 0.18% active;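 active means inhibition above the campaign's mean inhibition across all tested compounds plus 3 SD, cut at about 9.5% in these data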;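 further: 0% = DMSO only and 100% = 100 µM cantharidin control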
HCV core dimer: blocks dimerization of HCV core protein | TR-FRET GST/Flag-core106 dimerization, 1536-well | inhibition, % at 5 µM | 300,000 tested, 0.33% active | AID 1899;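 active means inhibition above the mean of all tested compounds plus 3 SD, set per screening campaign, cut at about 45% in these data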
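Material: GST/Flag-tagged HCV core106 proteins. Incubation: 4 h, 22.5 °C incubation. Read-out basis: inhibition (%) from 671 over 617 nm ratio. Measured by: TR-FRET, excitation 340 nm, emission 617 and 671 nm.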
PP1 counter: counter-screen for PP5 inhibitors: inhibitors of human PP1-alpha; inhibition, % at 6.7 µM; P62136; 320,000 tested, 0.9% active; purified PP1alpha, OMFP fluorescence;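 active means inhibition above the mean inhibition of all tested compounds plus 3 SD, computed separately for each screening campaign, cut at about 15% in these data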
VLA-4 inh: inhibition in a human VLA-4 binding assay | P13612 | VLA-4 expressing cells, ligand binding flow cytometry | inhibition, % (about 7 µM as worked out from the volumes in the protocol) | 330,000 tested, 0.2% active; in the data active means inhibition above about 50%
Target sequence (P13612 whole entry, looked up): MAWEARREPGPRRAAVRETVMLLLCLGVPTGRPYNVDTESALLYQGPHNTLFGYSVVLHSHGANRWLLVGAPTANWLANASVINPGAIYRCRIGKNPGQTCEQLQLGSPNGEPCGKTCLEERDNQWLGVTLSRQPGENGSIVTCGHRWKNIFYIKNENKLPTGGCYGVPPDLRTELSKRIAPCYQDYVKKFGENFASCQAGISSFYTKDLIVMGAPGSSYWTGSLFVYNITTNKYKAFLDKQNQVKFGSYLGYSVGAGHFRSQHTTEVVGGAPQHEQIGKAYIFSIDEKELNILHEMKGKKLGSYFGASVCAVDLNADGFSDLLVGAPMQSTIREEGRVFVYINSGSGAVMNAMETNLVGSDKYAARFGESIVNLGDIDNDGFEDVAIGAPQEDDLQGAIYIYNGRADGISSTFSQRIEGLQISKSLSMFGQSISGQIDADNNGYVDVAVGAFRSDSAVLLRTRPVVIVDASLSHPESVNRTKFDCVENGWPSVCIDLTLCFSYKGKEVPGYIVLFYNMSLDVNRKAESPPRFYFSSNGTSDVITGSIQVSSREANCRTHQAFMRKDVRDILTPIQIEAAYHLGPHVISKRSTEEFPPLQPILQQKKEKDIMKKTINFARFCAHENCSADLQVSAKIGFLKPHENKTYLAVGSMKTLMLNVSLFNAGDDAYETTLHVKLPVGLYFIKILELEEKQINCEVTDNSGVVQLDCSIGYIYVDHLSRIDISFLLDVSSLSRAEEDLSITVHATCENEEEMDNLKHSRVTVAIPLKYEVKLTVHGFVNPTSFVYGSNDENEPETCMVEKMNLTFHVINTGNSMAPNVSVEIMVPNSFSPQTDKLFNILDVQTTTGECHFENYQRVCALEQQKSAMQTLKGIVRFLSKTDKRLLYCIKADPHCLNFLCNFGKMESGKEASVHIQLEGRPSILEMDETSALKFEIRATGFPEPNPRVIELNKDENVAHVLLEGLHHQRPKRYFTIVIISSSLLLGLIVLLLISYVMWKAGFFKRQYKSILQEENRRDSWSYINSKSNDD
GRK2 inh: human GRK2 inhibition via aptamer displacement | inhibition of aptamer binding, % at 10 µM | bead flow cytometry, FAM-aptamer displacement from GRK2 | 330,000 tested, 0.59% active | P25098;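 active means inhibition of aptamer binding above 40%, roughly 3 SD of noise, on plates passing a quality check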;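 further: median bead fluorescence of bound FAM aptamer so fluorescent compounds give negative values; no value below 0 was filed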
The depositor's hits bear a star; · = not tested or not shown; & = joins results of further samples.

SMILES | Fh CTSL1 inh | JMJD2C inh | procasp3 activ | proCasp7 act | PP5 primary | HCV core dimer | PP1 counter | VLA-4 inh | GRK2 inh
COc1ccccc1CN1CC(C(=O)NCc2ccc(C)c(F)c2)CCC1=O (configuration not stated) | 1 | -1 | 7 | -14 | -2.2 | -4 | -1 | -1 | 0
Nc1nc2c(Cl)ccc(Cl)c2s1 | 11 | -1 | 5 | -9 | -3.9 | 5 | -6 | -1 | 2
COCCCn1cc(C(=O)c2cc(OC)ccc2OCC(=O)Nc2cc(C)on2)cc(C#N)c1=O | 3 | 2 | 3 | -6 | 0.6 | 3 | -2 | -4 | 0
COc1cc(NC2c3ncccc3C(=O)N2Cc2ccco2)cc(OC)c1OC (configuration not stated) | 4 | -7 | -3 | -4 | 1.3 | 2 | -1 | 11 | 0
Cc1ccc(N2C(=O)Nc3ccccc3S2(=O)=O)cc1Cl | 5 | 4 | 3 | 3 | 2.5 | 6 | 2 | 10 | 0
O=C(Nc1ccncc1)c1ccc(-c2ccccc2)cc1 | -3 | -3 | 2 | 11 | -0.2 | -2 | 1 | -5 | 0
CCCCc1nc2cc(C(=O)N3CCCCC3CCO)ccc2o1 (configuration not stated) | -2 | 6 | 6 | 5 | 2.4 | -2 | 1 | -17 | 1
Cc1cc(=O)oc2cc(OCC(=O)NCc3ccncc3)ccc12 | -2 | -40 | 11 | 4 | 1.9 | -1 | -1 | · | 4
O=C(COc1ccccc1)Nc1nnc(S(=O)(=O)N2CCCCCC2)s1 | -1 | -1 | 1 | 2 | 1.6 | -9 | 3 | -3 | 4
Cc1cccc(N(C)S(=O)(=O)c2ccc3c(c2)NC(=O)CC(=O)N3)c1 | -3 | 3 | 0 | 11 | -2.1 | -5 | 2 | 9 | 0
CCOC(=O)C1CCN(C2CCN(C(=O)c3oc4c(F)cccc4c3C)CC2)CC1 | 0 | -3 | -2 | 6 | -0.6 | 6 | 0 | -7 | 0
O=C(Nc1ccc(S(=O)(=O)N2CCCC2)cc1)c1ccc([N+](=O)[O-])o1 | · | 3 | 12 | -11 | · | · | · | -6 | 2
Cc1cn(S(=O)(=O)c2ccc(Br)cc2)cn1 | 1 | -1 | -1 | 0 | 2.3 | -4 | 1 | 6 | 6
CN1CCNC(=O)C1CC(=O)NCC1(c2ccccc2)CCCCC1 (configuration not stated) | -2 | -26 | 14 | -4 | -3.9 | -6 | 2 | 19 | 0
O=C1CC(=O)Nc2cc(S(=O)(=O)N3CCOc4ccccc43)ccc2N1 | 3 | 17 | -5 | -1 | -0.4 | -1 | -3 | 22 | 0
CCOP(=O)(OCC)C(Nc1ccccc1)c1cc(OC)ccc1OC (configuration not stated) | 2 | -3 | 1 | 0 | 2.3 | 1 | -4 | 7 | 1
O=C(O)c1ccc2c3n(nc2c1)-c1ccc(Cl)cc1CO3 | 7 | -2 | 3 | 12 | -1.2 | 3 | -5 | 14 | 0
CC1(C)CC(=O)C=C(CN2C(=O)c3ccccc3C2=O)C1=O | · | -1 | 3 | 1 | -0.5 | · | 0 | 0 | 4
Cc1ccc(Nc2nc(N)nc(CSC(=S)N3CCN(c4ccccc4)CC3)n2)cc1 | 0 | 2 | 0 | -1 | 2.1 | 13 | 7 | 0 | 0
O=C(CN1CCCC1)NC12CC3CC(CC(C3)C1)C2 | -1 | -4 | -9 | 3 | -3.6 | -2 | -1 | 12 | 6
Cc1ccc(-c2nnc(SCC(=O)Nc3ccccc3F)o2)cc1 | 0 | -12 | 9 | 10 | 0.8 | 0 | -2 | -13 | 5
Cc1c(CC(=O)NCC(=O)N[C@H](Cc2ccccc2)C(=O)O)c(=O)oc2cc(O)ccc12 | 7 | 5 | 25* | 19 | -0.7 | 4 | 0 | -10 | 0
O=C(NS(=O)(=O)c1ccccc1[N+](=O)[O-])c1ccccc1 | -1 | 7 | 0 | 2 | -1.6 | -2 | -4 | 6 | 0
CC(C)CCN(C(=O)Cc1ccc(Cl)c(Cl)c1)c1c(N)n(Cc2ccccc2)c(=O)[nH]c1=O | -2 | 5 | 4 | 11 | -1.7 | 3 | -4 | -1 | 2
O=C1N(CCCl)c2ccc(Br)cc2C12OCCO2 | 0 | 0 | -5 | -6 | -0.3 | -4 | -4 | -2 | 3
N#Cc1c(SC(C(=O)O)c2ccccc2)nc2c(c1-c1cccs1)CCCC2 (configuration not stated) | 3 | 10 | 6 | 7 | -0.7 | 19 | 7 | 11 | 0
CCCN(C(=O)COC(=O)COc1c(C)cccc1C)c1c(N)n(Cc2ccccc2)c(=O)[nH]c1=O | -22 | -8 | 5 | 8 | 0.7 | -1 | -5 | 18 | 0
CCN(CC)S(=O)(=O)c1ccc(O)c(C(=O)OCC(=O)N2c3ccccc3CC2C)c1 (configuration not stated) | 2 | 6 | 8 | 10 | -1.9 | 8 | 3 | 5 | 2
[O-]/C(=C(\C(=S)Nc1ccc(Cl)cc1)[n+]1ccccc1)c1ccc(OC(F)F)cc1 | 3 | 7 | -5 | 0 | -1.2 | 7 | 2 | 2 | 53*
CCOc1ccc(OCCC(=O)OCC(=O)N2CCN(c3ccc(OC)cc3)CC2)cc1 | -13 | 0 | 7 | -2 | -0.2 | -3 | -4 | -3 | 2
Cc1ccccc1NC(=O)c1ccc(S(=O)(=O)C(F)F)cc1 | -1 | 15 | -6 | -1 | -1.9 | 0 | -1 | -7 | 1
Cc1ccc(NC(=O)CSc2ncn[nH]2)c([N+](=O)[O-])c1 | · | -7 | -6 | -2 | · | · | · | 0 | 0
N/C(=N\OC(=O)C1CCCCC1)c1ccc(Cl)cc1 | -3 | 10 | 0 | 4 | 2.4 | 8 | 0 | 12 | 0
CC(C)=CCC/C(C)=C/CNC(=O)CC1C[C@H](C(=O)N(C(C)C)C(C)C)[C@@]2(C)c3[nH]c4ccccc4c3CCN2C1=O (some centres not stated) | · | -1 | 10 | 1 | · | · | · | -12 | 0
CN(C)S(=O)(=O)c1cccc(NC(=O)c2ccc(N3CCCC3=O)cc2)c1 | · | 4 | 4 | -10 | · | · | · | 0 | 0
Cc1ccc(C)c(Cn2c(=O)n(-c3ccc(CC(=O)NCc4ccco4)cc3)c(=O)c3sccc32)c1 | 4 | 13 | 2 | -6 | -0.8 | 13 | 13 | 19 | 0
O=[N+]([O-])c1ccc(N2CCCCC2)nc1 | 10 | 1 | -12 | -17 | -6.1 | -1 | 7 | -8 | 1
COc1ccccc1OCC(=O)NCCSCc1ccccc1Cl | 3 | -2 | 7 | -5 | 1.9 | -12 | 2 | 23 | 2
Cc1ccc(SCCC(=O)N/N=C/c2ccncc2)cc1 | -1 | -16 | -2 | 5 | 2.5 | 2 | -1 | 18 | 0
Cc1ccc(C(C(=O)NCc2ccco2)N(CC2CCCO2)C(=O)Cn2nnc3ccccc32)cc1 (configuration not stated) | -1 | 24&4 | 5 | 1 | 2.6 | -1 | -3 | 0 | 0

A draw from above in order of number of heavy atoms, largest number first:
SMILES | Fh CTSL1 inh | JMJD2C inh | procasp3 activ | proCasp7 act | PP5 primary | HCV core dimer | PP1 counter | VLA-4 inh | GRK2 inh
CC(C)=CCC/C(C)=C/CNC(=O)CC1C[C@H](C(=O)N(C(C)C)C(C)C)[C@@]2(C)c3[nH]c4ccccc4c3CCN2C1=O (some centres not stated) | · | -1 | 10 | 1 | · | · | · | -12 | 0
Cc1ccc(C)c(Cn2c(=O)n(-c3ccc(CC(=O)NCc4ccco4)cc3)c(=O)c3sccc32)c1 | 4 | 13 | 2 | -6 | -0.8 | 13 | 13 | 19 | 0
CC(C)CCN(C(=O)Cc1ccc(Cl)c(Cl)c1)c1c(N)n(Cc2ccccc2)c(=O)[nH]c1=O | -2 | 5 | 4 | 11 | -1.7 | 3 | -4 | -1 | 2
[O-]/C(=C(\C(=S)Nc1ccc(Cl)cc1)[n+]1ccccc1)c1ccc(OC(F)F)cc1 | 3 | 7 | -5 | 0 | -1.2 | 7 | 2 | 2 | 53*
Cc1ccc(-c2nnc(SCC(=O)Nc3ccccc3F)o2)cc1 | 0 | -12 | 9 | 10 | 0.8 | 0 | -2 | -13 | 5
Cc1ccccc1NC(=O)c1ccc(S(=O)(=O)C(F)F)cc1 | -1 | 15 | -6 | -1 | -1.9 | 0 | -1 | -7 | 1
O=C(NS(=O)(=O)c1ccccc1[N+](=O)[O-])c1ccccc1 | -1 | 7 | 0 | 2 | -1.6 | -2 | -4 | 6 | 0
O=C1N(CCCl)c2ccc(Br)cc2C12OCCO2 | 0 | 0 | -5 | -6 | -0.3 | -4 | -4 | -2 | 3
O=[N+]([O-])c1ccc(N2CCCCC2)nc1 | 10 | 1 | -12 | -17 | -6.1 | -1 | 7 | -8 | 1

Additional compounds:
SMILES | Fh CTSL1 inh | JMJD2C inh | procasp3 activ | proCasp7 act | PP5 primary | HCV core dimer | PP1 counter | VLA-4 inh | GRK2 inh
Cc1cccc2c(C(=O)N3CCN(c4ccccn4)CC3)cc(-c3cccc(Br)c3)nc12 | -1 | -5 | -4 | 4 | 0.8 | 5 | 15* | 0 | 2
CCc1cc(-c2onc(C)c2-c2cscn2)c(O)cc1OC | -5 | -20 | -6 | -19 | -3.5 | 0 | 2 | 9 | 4
COc1cc(-c2n[nH]c(=S)n2C(C)c2ccccc2)cc(OC)c1OC (configuration not stated) | 1 | -13 | -6 | -21 | 0.2 | -12 | 2 | 11 | 1
CN1C(=O)[C@H]2[C@@H](/C=C/c3ccccc3)N3C(=O)CN(CCO)C(=O)[C@@]3(Cc3ccccc3)[C@H]2C1=O | 0 | -6 | -4 | -1 | 2.4 | -12 | -1 | -7 | 1
CCCCn1c(=N)n(CC(O)COc2ccccc2)c2ccccc21 (configuration not stated) | 1 | -6 | 1 | 10 | 1.4 | -4 | 0 | -10 | 0
CC(C)n1c(-c2ccc(N(C)C)cc2)nc2ccccc21 | -1 | · | 1 | -17 | 2.4 | 4 | -1 | 11 | 3
O=C(COc1cccc(C(F)(F)F)c1)Nc1ccccc1N1CCCCC1 | 0 | 8 | -2 | 3 | -4.9 | 0 | -6 | 4 | 0
NS(=O)(=O)c1ccc(NC(=O)CSc2n[nH]c(=O)n2Cc2ccccc2)cc1 | -2 | -8 | 9 | -8 | -0.4 | 0 | 1 | 1 | 0
COc1ccc2[nH]c(=O)c(CN(C(=O)C3CCCO3)c3ccc(C)c(C)c3)cc2c1 (configuration not stated) | 7 | -6 | -5 | 2 | 1.4 | 1 | -4 | -5 | 0
CC1CCCC(C)N1C(=O)c1cccc2c1-c1ccccc1/C2=N/O (configuration not stated) | 2 | · | 0 | -3 | -0.1 | 5 | -5 | 19 | 0
Cc1ccc(CN2CCN(C3CSCCSC3)CC2CCO)cc1 (configuration not stated) | 8 | -6 | 5 | 8 | -3.0 | 4 | -1 | -1 | 1
O=C1N(Cc2cccc(Cl)c2)C[C@@H]2C[C@@H](c3cccc4ncccc34)N3CCC[C@@]123 | 5 | 31 | 2 | 7 | -0.4 | -1 | 7 | -8 | 3
N#CCCN(C(=O)COC(=O)CCc1ccccc1)c1ccccc1 | -7 | -24 | -5 | 2 | 2.2 | 3 | 0 | 10 | 0
COc1cccc(CN(C)C(=O)[C@@H](NC(=O)c2ccc(C)cc2)C(C)C)c1 | 0 | 3 | 0 | 9 | -0.4 | -4 | 1 | 0 | 1
